Bioassay records from PubChem.
RMI FANCM FP: RMI-FANCM interaction inhibition; actives 0.58% (n = 70,000); Fluorescence polarization, RMI core complex with F-MM2 peptide; hits give low values; AID 1159607; FP signal (polarization) at 33 µM; in the data active = FP signal below about 40; note: inactives centre near 61; strong numbers were not always called active; unit not given here
The depositor's hits bear a star; & = joins results of further samples. Not all compounds are listed. The share of hits here may be higher or lower than overall.

SMILES | RMI FANCM FP
CS(=O)(=O)c1ccc(Nc2nc(CC(=O)NCc3ccccc3Cl)cs2)cc1 | 63
CC(C)c1ccc(-c2noc(C3CCN(S(=O)(=O)c4ccc(Cl)cc4)CC3)n2)cc1 | 68
Cc1[nH]c(=O)[nH]c(=O)c1CCc1nnc(SCC(N)=O)o1 | 58
CCN1CCN(c2nc3ccc(OC(=O)c4ccc(S(=O)(=O)N5CCOCC5)cc4)cc3s2)CC1 | 63
COc1cc(NC(=O)CSc2ccc(NC(=O)C(C)C)nn2)cc(OC)c1 | 67
Cc1cc(NC(=O)c2cccs2)n(-c2nc(-c3cccs3)cs2)n1 | 82
O=C(CSCc1ccccc1)Nc1cc(Cl)ccc1Cl | 66
CCN(c1ccccc1)S(=O)(=O)c1cc([N+](=O)[O-])ccc1N | 52
O=C(O)COc1ccccc1[N+](=O)[O-] | 62
Cc1ncc([N+](=O)[O-])n1CCOC(=O)c1ccc(F)cc1 | 64
C/C(=N/OCC(=O)Nc1ccc(OC(F)(F)F)cc1)c1ccc(Cl)cc1 | 59
CC(C)(C)NC(=O)NCC(c1ccsc1)N1CCOCC1 (configuration not stated) | 66
O=C(NCCOc1ccc2c(c1)OCO2)c1ccccc1Cl | 63
Cc1cc(NC(=O)c2cc(=O)c3ccccc3o2)n(-c2nc3c(cnn3-c3ccc(F)cc3)c(=O)[nH]2)n1 | 62
CN1CCN(c2nc3ccc(NC(=O)c4ccco4)cc3s2)CC1 | 60
COc1ccc(-c2cc(=O)n(CC(=O)Nc3ccc(F)cc3F)cn2)cc1 | 66
COc1ccc(Nc2nc(Nc3ccc4ncccc4c3)nc(N3CCOCC3)n2)cc1 | 55&52
CC1(C)C2CCC1(CS(=O)(=O)Nc1cc(C(=O)Nc3ccc4c(c3)OCCO4)ccc1N1CC3CC(C1)c1cccc(=O)n1C3)C(=O)C2 (configuration not stated) | 60
COc1ccc(-c2ccc(=O)n(CCNC(=O)Nc3cc(C)cc(C)c3)n2)cc1OC | 69
Cn1cccc1C1=C(C#N)C(c2c(Cl)cccc2Cl)C(C#N)=C(N)O1 (configuration not stated) | 66
O=C1C2C3C=CC(C3)C2C(=O)N1c1nccs1 (configuration not stated) | 59
CNc1ccccc1C(=O)N1CCN(c2ccc3nnc(-c4ccco4)n3n2)CC1 | 62
COc1ccc2nc(-c3ccc(OC)c(NC(=O)c4ccc5c(c4)OCO5)c3)cn2n1 | 70
O=C(Cc1ccc(F)cc1)NNC(=O)c1cccn(Cc2ccc(Cl)c(Cl)c2)c1=O | 64
CCOc1ccc(NC(=O)CSc2nnc(-c3cccn(C)c3=O)n2C)cc1 | 62
NC(=O)c1ccc(NC(=O)C2CCCN(c3ccc(-c4ccc(Cl)cc4)nn3)C2)cc1 (configuration not stated) | 131
Cc1cc(C)c(N=C(N)NN)cc1C | 64
CCCCC(=O)Nc1c(C)nc2ccccn2c1=O | 55
O=C1NC(=O)C(=Cc2cccc3nccnc23)C(=O)N1 | 61
O=C(CSc1nncc(-c2ccccc2)n1)N1CCOCC1 | 65
C1CC(CN2CCNCC2)C1 | 62
COc1ccc(C(=O)NNS(=O)(=O)c2ccc(-c3ccccn3)s2)cc1OC1CCCC1 | 52
CCOC(=O)CNC(=O)c1ccc([N+](=O)[O-])cc1 | 61
Cn1cc(S(=O)(=O)Nc2ccc(OC(F)(F)F)cc2)c(=O)n(C)c1=O | 58
Cc1nn(-c2ccccc2)cc1/C=N\NC(=O)Cc1ccccc1 | 56
COc1ccc(-c2csc(NC(=O)c3ccc(Br)s3)n2)cc1 | 73

Among those listed so far, these have a nitro group on carbon.
SMILES | RMI FANCM FP
CCN(c1ccccc1)S(=O)(=O)c1cc([N+](=O)[O-])ccc1N | 52
O=C(O)COc1ccccc1[N+](=O)[O-] | 62
Cc1ncc([N+](=O)[O-])n1CCOC(=O)c1ccc(F)cc1 | 64
CCOC(=O)CNC(=O)c1ccc([N+](=O)[O-])cc1 | 61

Additional records follow:
SMILES | RMI FANCM FP
N#CCCN(Cc1cccnc1)CN1C(=O)c2ccccc2C1=O | 54
Cc1cccc(NC(=O)Cc2cc(-c3ccc(Cl)cc3)on2)n1 | 63
O=S(=O)(NCCN1CCN(c2ccccc2F)CC1)c1ccc(F)c(Cl)c1 | 64
COC(=O)C1=C(C)NC(C)=C(C(=O)O[C@@H]2CCCN(Cc3ccccc3)C2)[C@@H]1c1cccc([N+](=O)[O-])c1 | 54
COc1ccc(C(=O)NCCn2ncc3c(=O)n(Cc4cccc(F)c4)cnc32)cc1 | 67
Cc1ccc(S(=O)(=O)N2CCN(C(=S)c3ccc(N(C)C)cc3)CC2)cc1 | 58
NC1C2CC3CC(C2)CC1C3 (configuration not stated) | 59
Cc1cnc(=O)[nH]c1SCc1cccc(C(F)(F)F)c1 | 55
CCN1CCN(c2nc(NCC3CCCO3)nc(N)c2[N+](=O)[O-])CC1 (configuration not stated) | 54
COc1ccc(C)cc1NC(=O)CSc1nnc2ccc(-c3cccnc3)nn12 | 66
O=C(Cc1cccc2ccccc12)NC1CC(=O)N(c2ccccc2)C1 (configuration not stated) | 53
[N-]=[N+]=Nc1ccc(C(=O)CSC[C@H](NC(=O)CC[C@H](N)C(=O)O)C(=O)NCC(=O)O)cc1 | 56
O=C(NNC(=O)c1cccn(Cc2ccc(F)cc2)c1=O)c1ccccc1 | 62
COc1ccc(OC)c(NC(=O)CSc2nnc3n2CCN3c2ccc(F)cc2)c1 | 56
COc1ccccc1OCC(O)CO (configuration not stated) | 64&48
COc1cccc(-c2cn3c(C(=O)Nc4ncccc4C)csc3n2)c1 | 65
Cc1nc(-c2ccc(NC(=O)C(C)(C)C)cc2)c(-c2ccccc2)o1 | 55&55
Cc1cc(-c2ccsc2)n[nH]c1=O | 49
O=C(c1ccco1)N1CCN(C(=O)N(c2ccccc2)c2ccccc2)CC1 | 55
COc1ccccc1NC(=O)CSc1nc(C)nc2sc(-c3ccccc3)cc12 | 70
COc1cc(C=Nc2ccc(Br)cc2)ccc1OC(=O)Oc1ccccc1 | 58
O=C(CSc1nccn(-c2ccc(F)c(Cl)c2)c1=O)c1ccc(F)cc1 | 59
c1ccc(N2CCN(c3ccccc3)C2c2ccco2)cc1 | 59
COc1ccc(-c2nc3scc(CCNC(=O)c4ccccc4OC)n3n2)cc1OC | 58
COCC(=O)N1CCCc2ccc(NS(=O)(=O)c3cccc(C)c3)cc21 | 72
Cc1ccc(Nc2oc(-c3cccs3)nc2S(=O)(=O)c2ccccc2)cc1 | 122
CC(=O)OC1CCC2(C)C(=CCC3C2CCC2(C)C(C(C)=O)CCC32)C1 (configuration not stated) | 61
Cc1ccc(NC(=O)C(=O)NCCc2ccc(N(C)C)cc2)cc1C | 71
COc1ccc2nc(NC(=O)CC3(CC(=O)O)CCCCC3)sc2n1 | 56
Cc1cccc(-c2nnc3c(=O)n(-c4ccc(F)cc4)ccn23)c1 | 62
CN(C)CCOC(=O)CCN1C(=O)/C(=C/c2c(Cl)cccc2Cl)SC1=S | 57
CN1CCCc2cc(C(CNC(=O)c3cccc(C(F)(F)F)c3)N3CCCC3)ccc21 (configuration not stated) | 74
CCN(CC)S(=O)(=O)c1ccc(C(=O)Nc2nnc(-c3ccc(Br)s3)o2)cc1 | 67
O=C(CC1Sc2ccccc2NC1=O)Nc1cccc(SC(F)(F)C(F)(F)C(F)(F)F)c1 (configuration not stated) | 80
Cc1onc(-c2ccccc2Cl)c1C(=O)Nc1nc(-c2cc([N+](=O)[O-])cs2)cs1 | 85
Cc1cc(-n2ccnc(SCC(=O)NCc3ccccc3)c2=O)ccc1Br | 55
COc1ccc(N2CC(NC(=O)c3cccc([N+](=O)[O-])c3)CC2=O)cc1OC (configuration not stated) | 55
O=C(c1csc2ccccc12)N1CC=C(c2ccccc2)CC1 | 66
O=c1[nH]c2ccccc2c2nc(-c3ccccc3)nn12 | 66
O=C(NCCc1cccs1)N1CCN(C2c3ccccc3-c3ccccc32)CC1 | 55
C=CCn1c(=NC(=O)c2ccc([N+](=O)[O-])o2)sc2cccc(OC)c21 | 77
Cc1ccc(N2CC(=O)N(NC(=O)c3sc4nc(C)cc(C)c4c3N)CC2=O)cc1 | 55
N#Cc1cnc2cc(-c3cccs3)nn2c1N | 59
O=C(NCC(c1ccco1)N1CCc2ccccc21)c1ccccc1[N+](=O)[O-] (configuration not stated) | 54
O=C(NNC(=S)Nc1ccccc1)c1cccc(Br)c1 | 63
O=C(NCC1OCCN1S(=O)(=O)c1ccccc1)C(F)(F)F (configuration not stated) | 65
O=C(CC1CCCCN1S(=O)(=O)c1cccs1)NCCc1ccccc1 (configuration not stated) | 73
S=c1[nH]cnc2scc(-c3ccc(Br)cc3)c12 | 75

Rewritten comma-delimited: 6 of the compounds above.
mol,RMI FANCM FP
O=c1[nH]c2ccccc2c2nc(-c3ccccc3)nn12,66
O=C(NCCc1cccs1)N1CCN(C2c3ccccc3-c3ccccc32)CC1,55
C=CCn1c(=NC(=O)c2ccc([N+](=O)[O-])o2)sc2cccc(OC)c21,77
Cc1ccc(N2CC(=O)N(NC(=O)c3sc4nc(C)cc(C)c4c3N)CC2=O)cc1,55
N#Cc1cnc2cc(-c3cccs3)nn2c1N,59
O=C(NCC(c1ccco1)N1CCc2ccccc21)c1ccccc1[N+](=O)[O-] (configuration not stated),54

More compounds:
SMILES | RMI FANCM FP
O=C(Cc1csc(Nc2ccccc2)n1)N1CCc2ccccc2C1 | 64
CCCN1CCCc2cc(CCNC(=O)c3ccc(F)c(F)c3)ccc21 | 67
O=C(CCn1cnc2c(cnn2-c2ccc(F)cc2)c1=O)N1CCOCC1 | 72
CSc1scc(NC(=O)Nc2cccc(Cl)c2)c1S(=O)(=O)C(C)C | 55
COC(=O)c1cnc2c(c(C)nn2C)c1OC | 54
O=[N+]([O-])c1cc(Cl)c(O)c2ncccc12 | 59
CC(=O)NS(=O)(=O)c1ccc(NC(=O)c2cccn(OCc3ccccc3F)c2=O)cc1 | 58
C=C/C(C)=C\CC1[C@](C)(O)CC[C@H]2C(C)(C)CCC[C@]12C (some centres not stated) | 61
CCCN(CCC)S(=O)(=O)c1ccc(C(=O)NCCc2ccc(OC)c(OC)c2)cc1 | 57
Cc1cc(=O)n2c(n1)SCC2CC(=O)N1CCCCC1 (configuration not stated) | 62
Cc1cc(NC(=O)CSCC(=O)O)n(C)n1 | 56
O=C(CSCCS(=O)(=O)c1ccccc1)NNS(=O)(=O)c1ccc(Cl)s1 | 54
O=C(NCCn1nc(-c2cccnc2)ccc1=O)Nc1ccc(OC(F)(F)F)cc1 | 67
COc1ccc(-c2cc3c(=O)[nH]nc(SCc4cccc(Cl)c4)n3n2)cc1OC | 74
CNc1ncnc(SC(C)C)c1[N+](=O)[O-] | 54
S=c1nccc(-c2ccc3c(c2)CCO3)[nH]1 | 56
COc1ccc(NC(=O)NCCn2ncccc2=O)cc1 | 61
O=C(c1ccco1)N1CCc2ccc(NS(=O)(=O)Cc3ccc(F)cc3)cc2C1 | 71
COc1ccc(C(=O)NCc2nnc(SCC(=O)Nc3cc(C(F)(F)F)ccc3Cl)o2)cc1 | 61
COc1ccc(NC(=O)CN(Cc2ccc(Cl)cc2)S(=O)(=O)c2cccnc2)cc1 | 69
C=CCn1c(SCC(=O)Nc2cccc(OC)c2)nc2scc(-c3ccccc3Cl)c2c1=O | 74
Cc1cccc(NC(=O)CSc2nnc(NC(=O)c3ccccc3Br)s2)c1 | 53
Cc1cc(-c2nnc(NC(=O)c3ccc([N+](=O)[O-])o3)o2)n(C)n1 | 71
O=C(CCN1C(=O)/C(=C/c2ccc(Cl)cc2)SC1=S)Nc1cccnc1 | 54
Cc1ccc(NC(=O)CSc2ccc(NC(=O)c3cccs3)nn2)cc1F | 141
CN1CCc2cc(C(CNC(=O)C(=O)Nc3ccc(F)c(Cl)c3)N(C)C)ccc21 (configuration not stated) | 60&75
COc1ccc2c(c1)CCCN2C(=O)NC(=O)c1c(F)cccc1Cl | 46
CCCCOc1ccccc1-c1cc2c(SCC(=O)Nc3ccc(Cl)cc3)nccn2n1 | 80
O=C(Nc1ncc(Cc2ccc(Cl)c(C(F)(F)F)c2)s1)c1ccc2snnc2c1 | 60
CCC(C(=O)Nc1cc(C)nn1-c1nc2c(cnn2-c2ccc(C)cc2)c(=O)[nH]1)c1ccccc1 (configuration not stated) | 64
CC(C)(C)/C=N\NS(=O)(=O)c1ccc(Cl)s1 | 58
O=c1c2ccccc2nc(-c2ccccc2)n1C1CCS(=O)(=O)C1 (configuration not stated) | 59
COCCn1c(SCC(=O)c2ccc(OC)c(OC)c2)nc2cc(C(=O)NC(C)C)ccc2c1=O | 61
Cc1cc(C(=O)Nc2c(Br)cc(Br)cc2Br)ccc1[N+](=O)[O-] | 61
O=C(NCc1ccccn1)C(=O)NCC(c1ccco1)N1CCN(c2ccccc2)CC1 (configuration not stated) | 53
O=c1[nH]c(CSc2nnc(-c3ccccc3)o2)nc2ccccc12 | 53

In the list so far, these have a COOH group:
SMILES | RMI FANCM FP
O=C(O)COc1ccccc1[N+](=O)[O-] | 62
[N-]=[N+]=Nc1ccc(C(=O)CSC[C@H](NC(=O)CC[C@H](N)C(=O)O)C(=O)NCC(=O)O)cc1 | 56
COc1ccc2nc(NC(=O)CC3(CC(=O)O)CCCCC3)sc2n1 | 56
Cc1cc(NC(=O)CSCC(=O)O)n(C)n1 | 56

Later entries.
SMILES | RMI FANCM FP
CCOC(=O)c1c(C)[nH]c(N=Nc2cccc([N+](=O)[O-])c2)c1C | 56
O=C(NCc1ccc(F)cc1)NNC(=O)c1cccn(Cc2cccc(F)c2)c1=O | 63
CN(C)c1c(Cl)c(Cl)c(Cl)c(Cl)c1Cl | 56
Cc1cc(S(=O)(=O)NCCOc2ccc3nnc(C)n3n2)ccc1F | 64
CCCCCCCC/C=C\CCCCCCCC(=O)NCCc1ccc(O)c(O)c1 | 38
COc1cc(-c2noc(Cn3cnc4c(nnn4-c4cccc(Cl)c4)c3=O)n2)cc(OC)c1OC | 167
CC1(C)COc2ccc(NC(=O)c3ccc(Cl)cc3)cc2NC1=O | 65
